NPYLR7 ag – mosquito NPYLR7 agonism; HEK293T NPYLR7/Galpha15, GCaMP6s calcium fluorescence; activation, % at 10 µM; actives 0.15% (n = 270,000); AID 1259423; in the data active means activation above about 40%;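 further: 0% = vehicle and 100% = reference agonist at the receptor; some compounds past the cut are filed as inactive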
hcGAS lum – human cGAS inhibition; Q8N884; recombinant h-cGAS, ATP depletion, Kinase-Glo luminescence; inhibition, % at 12.5 µM; actives 0.081% (n = 290,000);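 further: 0% = vehicle reaction and 100% = reaction without DNA for no activity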
Target sequence (Q8N884 whole entry, looked up): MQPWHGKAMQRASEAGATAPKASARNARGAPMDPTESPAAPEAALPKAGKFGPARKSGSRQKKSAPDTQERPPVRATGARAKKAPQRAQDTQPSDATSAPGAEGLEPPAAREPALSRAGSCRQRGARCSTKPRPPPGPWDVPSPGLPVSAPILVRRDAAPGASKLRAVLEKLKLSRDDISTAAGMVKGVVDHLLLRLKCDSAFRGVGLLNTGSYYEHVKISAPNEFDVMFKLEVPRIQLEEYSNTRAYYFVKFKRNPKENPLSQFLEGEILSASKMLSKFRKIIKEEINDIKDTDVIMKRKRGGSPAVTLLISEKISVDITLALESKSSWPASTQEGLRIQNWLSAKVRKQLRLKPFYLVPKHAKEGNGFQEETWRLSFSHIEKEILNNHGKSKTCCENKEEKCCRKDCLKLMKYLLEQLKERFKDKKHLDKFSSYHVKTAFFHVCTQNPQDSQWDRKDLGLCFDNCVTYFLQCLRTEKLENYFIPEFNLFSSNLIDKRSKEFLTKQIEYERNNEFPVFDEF
mcGAS inh – blocks mouse cGAS activity | inhibition, % at 12.5 µM | actives 0.15% (n = 160,000) | AID 1259399 | Q8C6L5 | recombinant cGAS, Kinase-Glo ATP depletion luminescence;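 further: 0% = negative control wells and 100% = reference inhibitor with no enzyme activity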
Active calls of the source: *; nt = not tested or not shown; & = joins results of further samples. Unless noted, no stated cut-off is given here; in the data, active means inhibition above about 40%; inactive means the rest.

SMILES	NPYLR7 ag	hcGAS lum	mcGAS inh
COc1cc2c(c(OC)c1OC)-c1c(cc3c(c1OC)OCO3)C[C@@H](C)[C@@H](C)C2	7	-11	-12
CN(CC1COc2ccccc2O1)c1cnn(-c2ccccc2)c(=O)c1Cl (stereo not drawn)	-3	5	nt
Cc1ccc(C2(O)CCN(CC(=O)NCc3ccccn3)CC2)nc1	-8	-6	-16
Cc1c(NCc2cccnc2)cccc1C(=O)NC(C)c1ncn[nH]1 (stereo not drawn)	-2	-4	-12
O=S(=O)(c1cccs1)N1CCN(Cn2c(CO)nc3ccccc32)CC1	9	-13	nt
CN(C)C(CNC(=O)c1cccc(CN2C(=O)c3ccccc3C2=O)c1)Cc1ccccc1 (stereo not drawn)	2	-6	nt
CCC(=O)Nc1ccc(SCC(=O)OCc2ccccc2)nn1	7	-3	nt
Cc1ccc(C)c(N2CCN(C(=O)CCc3nnc(-c4cc(C)on4)o3)CC2)c1	18	-9	nt
O=C(Nc1nnc(-c2ccc3c(c2)OCO3)s1)C1CCCN1C(=O)c1ccc([N+](=O)[O-])cc1Cl (stereo not drawn)	22	-8	-6
Cc1c(Cl)cnc(NC(=O)CSc2nnc(C(F)(F)F)n2C)c1Cl	-7	-3	-12
CCc1cc(N2CCN(c3cccc(C(F)(F)F)c3)CC2)nc(SCc2ccc(C(=O)NCC3CC3)cc2)n1	11	-13	-4
CC(Oc1ccccc1)C(=O)N1CCN(c2ncnc3c2nnn3-c2ccccc2)CC1 (stereo not drawn)	-9	-2	-4
Cc1cccc(-n2nc(CCc3ccccc3)nc2[C@H](C)O)c1	nt	-4	-9
O=C(NCC1Cc2c(F)ccc(-c3ccncc3)c2O1)c1cc(Cl)ccc1F (stereo not drawn)	17	-7	-10
CCNc1ccnc(N2CCN(Cc3cnc(-c4ccco4)nc3)CC2)n1	-3	0	nt
CSC1=C(c2ccc(C)cc2)C(=NC(C)(C)C)C1	4	-11	nt
NC(=O)[C@@H]1CCCN1C(=O)c1ccc2oc(CCCc3ccccc3)nc2c1	4	-10	nt
O=C(CSc1nc2c(c(=O)n1Cc1ccccc1)SCC2)Nc1cccc2ccccc12	5	-4	-7
O=C(CSC1=NCCS1)NC1CCCc2ccccc21 (stereo not drawn)	-3	-18	-8
CCC(=O)N1CC(C(=O)NCC2CC2)C(c2ccccc2)C1 (stereo not drawn)	nt	2	-2
O=C(CN1CCN(CCC23CC4CC(CC(C4)C2)C3)CC1)N1CCCCC1	1	-4	nt
CN1CCN(C(CNC(=O)C(C)(C)C)c2ccc3c(c2)CCCN3C)CC1 (stereo not drawn)	3	-4	nt
COc1cccc(-c2nc3ccc(C(=O)NCc4cccc5[nH]ccc45)cc3o2)c1	1	-8	-11
NS(=O)(=O)c1cc2c3c(c1)C1C=CCC1C(c1ccc([N+](=O)[O-])cc1)N3CC1CC=CC21 (stereo not drawn)	-20	3	nt
COc1cccc(OC)c1-c1cnnc(NCCN2CCOC2=O)n1	10	1	nt
Cc1ccc(C(=O)NCCCOC(C)C)cc1-n1cccc1	3	-13	nt
O=C(c1cc(F)cc(F)c1)N1CCC(CCc2ccc(-c3ccccc3)cc2)CC1	0	-7	-8
CCCC(=O)Nc1ccc(OCc2c(C)noc2C)c(C(C)=O)c1	2	-8	-16
Cc1ccc(Cc2nc(N3CCCN(C(=O)C(C)Cl)CC3)c3c(-c4cccnc4)noc3n2)cc1 (stereo not drawn)	17	0	-5
CCCn1nccc1C(=O)N(C)Cc1ccc2nsnc2c1	3	-7	-16
Cc1cccc(CN2CCN(C(=O)c3cc(=O)[nH]c4ccccc34)C(C)C2=O)c1 (stereo not drawn)	11	-5	-18
OCCCNc1ncnc2sc3c(c12)CCCCC3	6	-3	nt
CNS(=O)(=O)c1cc(C(=O)Nc2ccc(C)c(S(=O)(=O)N(C)C)c2)ccc1Cl	0	-3	nt
CCc1c(C)nc(-n2nc(C)cc2NC(=O)CCc2ccc(OC)cc2)[nH]c1=O	6	-7	-7
CC1CN(S(=O)(=O)N2CCN(CC(=O)N(C)c3ccccc3)CC2)CC(C)O1 (stereo not drawn)	0	-3	nt
CN(CC(F)(F)C(F)F)S(=O)c1ccc2ccccc2c1 (stereo not drawn)	-2	-4	nt
CCc1ccccc1C(=O)N1CC[C@H](O)[C@@H](O)C1	29	-6	-16
CCOCCCN(CC(=O)N(Cc1ccccc1)Cc1ccc(C)s1)C(=O)c1ccc(Cl)c(Cl)c1	-1	-2	2
CCCCOC(=O)c1ccccc1NC(=O)NCCC(=O)N1CCC(C(=O)N2CCCCC2)CC1	18	-4	-5
CCOC(=O)[C@@H]1CN(C(=O)c2ccc(NC(C)=O)cc2)[C@H]2c3cccc(C)c3O[C@@H]12	4	0	-5

Of the compounds above, 5 have fluorine:
SMILES	NPYLR7 ag	hcGAS lum	mcGAS inh
Cc1c(Cl)cnc(NC(=O)CSc2nnc(C(F)(F)F)n2C)c1Cl	-7	-3	-12
CCc1cc(N2CCN(c3cccc(C(F)(F)F)c3)CC2)nc(SCc2ccc(C(=O)NCC3CC3)cc2)n1	11	-13	-4
O=C(NCC1Cc2c(F)ccc(-c3ccncc3)c2O1)c1cc(Cl)ccc1F (stereo not drawn)	17	-7	-10
O=C(c1cc(F)cc(F)c1)N1CCC(CCc2ccc(-c3ccccc3)cc2)CC1	0	-7	-8
CN(CC(F)(F)C(F)F)S(=O)c1ccc2ccccc2c1 (stereo not drawn)	-2	-4	nt

(cont.)
SMILES	NPYLR7 ag	hcGAS lum	mcGAS inh
Cc1ccc(N2CCN(Cc3ccccc3F)C(C)C2=O)c(C)c1 (stereo not drawn)	4	2	0
CCNC(=O)OC1CN(C(=O)Cc2ccc(F)cc2)CCC(=O)N(C)c2ccccc21 (stereo not drawn)	1	-2	-5
CCNC(=O)O[C@H]1C(=O)N(C)C2(CCN(C(=O)OCc3ccccc3)CC2)[C@@H]1C(=O)OCC	21	-4	-4
O=C(c1ccc2c3c(cccc13)CC2)C1CCCN(C(=O)c2cnc3ccccn3c2=O)C1 (stereo not drawn)	22	-12	nt
CC(=O)N1CCc2nc(C)nc(N3CCOC(C)(C)C3)c2CC1	28	-3	-11
Cc1csc(NC(=O)Cc2cc(-c3ccc4c(c3)OCO4)on2)n1	2	-4	-6
CN(CC(O)CN1CCOCC1)C(=O)c1cccnc1Sc1ccccc1 (stereo not drawn)	4	4	nt
CC(C)CN(Cc1c(-c2ccc(F)cc2)noc1N1CCN(C)CC1)C(=O)Cc1ccccc1	5	1	-4
CCc1oc2ccccc2c1/C=C/C(=O)N1CCOC2CCCCC21 (stereo not drawn)	-1&10	1&-10	nt
CC1CCCC(C)N1NC(=O)c1cccc(N(C)C)c1 (stereo not drawn)	7	-14	-6
CN(Cc1ccc2c(c1)OCO2)Cc1cc2n(n1)CCCNC2	6	-8	nt
COc1ccc(-n2c(O)c(C3=c4ccccc4=NC3=O)sc2=S)cc1	-8	1	-2
O=C(Nc1nc2c(s1)CCCC2)c1ccccc1Cl	-1	-5	-8
COCCN(CC(=O)N(Cc1ccc(F)cc1)Cc1ccco1)C(=O)COc1ccc(Cl)cc1	nt	-3	-4
CCS(=O)(=O)N1CCN(C(=O)C2CCCN(Cc3ccco3)C2)CC1 (stereo not drawn)	-1	2	nt
CCn1ncc(CN(C)c2cc(C(C)C)nc(C)n2)c1C	-13	3	3
Clc1nc(NCCN2CCOCC2)nc(NC2CCCCC2)n1	0	0	-1
CCOc1ccc(CNC(=O)c2sc3ncccc3c2-n2cccc2)cc1OCC	-4	-6	-4
COCCNC(=O)C(NC(=O)C1CCCC1)C1CCN(C(=O)C2CC2)CC1 (stereo not drawn)	-3	-1	nt
CCc1ccccc1NC(=O)c1c([N+](=O)[O-])cnn1C	-5	2	nt

Entries of single compounds, looked up by structure. Order of screens: NPYLR7 ag, hcGAS lum, mcGAS inh
CCn1ncc(CN(C)c2cc(C(C)C)nc(C)n2)c1C across the screens: -13, 3, 3
CCOc1ccc(CNC(=O)c2sc3ncccc3c2-n2cccc2)cc1OCC across the screens: -4, -6, -4
CN(CC(O)CN1CCOCC1)C(=O)c1cccnc1Sc1ccccc1 (stereo not drawn) across the screens: 4, 4, nt
CCNC(=O)O[C@H]1C(=O)N(C)C2(CCN(C(=O)OCc3ccccc3)CC2)[C@@H]1C(=O)OCC across the screens: 21, -4, -4

Carrying on:
SMILES	NPYLR7 ag	hcGAS lum	mcGAS inh
Cc1csc(SCC(=O)N2CC(=O)N(CC(C)C)CC(OCc3ccccn3)C2)n1 (stereo not drawn)	18	-23	-7
Cc1cc(C)cc(N2C(=O)CSC23C(=O)Nc2ccc(Br)cc23)c1 (stereo not drawn)	-1	-1	0
CCOc1cccc(-c2ccc(Cn3ccnc3)cn2)c1	4	-8	nt
Cc1nc2sccn2c1-c1nc(-c2cccc3ccccc23)cs1	6	1	nt
CCCc1nn(-c2ccc(C)cc2)c(C)c1C(=O)NCc1ccco1	nt	2	-3
COC(=O)c1cc(CN(C)C(=O)C2CCCN(C(=O)N3CCCC3)C2)oc1C (stereo not drawn)	16	-7	nt
CCCC[n+]1c(C)cc(C=C2Sc3ccccc3N2C)cc1C	198*	-1	nt
Cc1cnccc1NCCn1ccnc1-c1ccccn1	-1	1	1
O=S(=O)(c1ccc(Cl)cc1)C(F)F	0	-6	nt
CCCCN1C(=O)C(=Cc2c(NCCCOC)nc3ccccn3c2=O)SC1=S	-1	1	-5
COc1cccc(CNC(=O)C2CCN(C(=O)[C@@H](Cc3ccccc3)NC(=O)COC3C[C@@H](C)CC[C@@H]3C(C)C)CC2)c1 (stereo partly drawn)	3	0	-4
Cc1nc(CN2CCN(Cc3cccc(C(=O)Nc4cccnc4)c3)CC2)no1	2	-3	-8
COc1ccc(C2=NOC(CN(Cc3cccc(F)c3)C(=O)NC(C)(C)C)C2)cc1 (stereo not drawn)	18	-4	-5
Cc1cc(NC(=O)N2CCCC2c2ccc(C(C)(C)C)cc2)no1 (stereo not drawn)	5	-5	nt
Oc1ccccc1CN1CCC(c2cc(-c3ccccc3Cl)n[nH]2)CC1	14	-8	-12
CC(C)(Oc1ccc(Cl)cc1)C(=O)N1CCN(c2ncnc3c2nnn3-c2ccccc2)CC1	-18	-2	-3
Cc1noc(C)c1CSc1nnc(C(F)(F)F)n1C	5	1	-12
O=C1CN(C(=O)/C=C/c2ccc(OC(F)(F)F)cc2)c2ccccc2N1	12	-8	-6
CC(C)CN1CC(OCc2cccnc2)CN(C(=O)c2cc(C3CC3)nc3ccccc23)CC1=O (stereo not drawn)	7	-5	-3
CSc1nncc(-c2ccc(F)c(F)c2)n1	3	-6	0
COc1ccc(-c2nc3oc4ccccc4c(=O)c3c(=O)n2Cc2ccccc2)cc1	8	-4	nt
c1ccc(-c2cn([C@H]3CO[C@H]4[C@@H]3OC[C@@H]4NCc3c[nH]c4ccccc34)nn2)nc1	-3	-4	-6
Cn1nc(C(=O)Nc2nc(-c3ccc4c(c3)OCCO4)cs2)ccc1=O	11	-10	-5

Limited to mcGAS inh (three entries from above):
structure	mcGAS inh
CCOCCCN(CC(=O)N(Cc1ccccc1)Cc1ccc(C)s1)C(=O)c1ccc(Cl)c(Cl)c1	2
CCCCOC(=O)c1ccccc1NC(=O)NCCC(=O)N1CCC(C(=O)N2CCCCC2)CC1	-5
CCOC(=O)[C@@H]1CN(C(=O)c2ccc(NC(C)=O)cc2)[C@H]2c3cccc(C)c3O[C@@H]12	-5
